Source: PubChem BioAssay (several laboratories)
MMP-13 inhibitor – blocks human MMP13 activity; inhibition, % at 4 µM; AID 570; P45452; MMP-13 fTHP FRET cleavage, Mca fluorescence; 0.07% of 65,000 active;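 active = inhibition above the mean of compound-free control plate wells plus 3 SD, cut at about 14% in these data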;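 note: 0% = DMSO wells and 100% = wells with reference MMP-13 inhibitor after basal subtraction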
HTR1E agonist – activates the human 5-HT1E serotonin receptor. P28566. CHO 5-HT1E Ga15 NFAT-bla reporter, FRET; 0% DMSO wells, 100% control agonist wells. activation, % at 6 µM. 0.69% of 65,000 active. AID 574;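 active = activation above a set limit, the screen-wide mean activation plus 3 SD, cut at about 8.5% in these data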;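 note: 100% = positive control agonist at 1 µM giving full maximal response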
Target sequence (P28566 whole entry, looked up): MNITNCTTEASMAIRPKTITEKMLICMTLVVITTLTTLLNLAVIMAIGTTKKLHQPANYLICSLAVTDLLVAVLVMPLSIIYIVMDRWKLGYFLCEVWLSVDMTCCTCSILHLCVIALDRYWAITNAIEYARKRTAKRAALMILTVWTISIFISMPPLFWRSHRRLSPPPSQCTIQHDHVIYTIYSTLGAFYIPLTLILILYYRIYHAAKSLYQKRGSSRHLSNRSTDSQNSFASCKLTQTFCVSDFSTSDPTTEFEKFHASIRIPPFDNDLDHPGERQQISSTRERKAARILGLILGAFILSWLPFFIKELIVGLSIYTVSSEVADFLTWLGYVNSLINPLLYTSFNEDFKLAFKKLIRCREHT
Fluor 339 460 – intrinsic fluorescence of library compounds, ex339/em460 – biochemical, MLSMR library, data from DPM-DC assay, artefact control, profiling panel. fluorescence fold increase at 10 µM. compound autofluorescence, ex339/em460 nm, NADH buffer; hits give high values; 1 = no-compound wells, NADH background. 5.5% of 65,000 active;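 active = at 10 µM, mean starting fluorescence two-fold or more over control wells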;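 note: signal is the first read of a kinetic run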
Her2 expr inh – lowers expression of human Her2 kinase; P04626; SKBR-3 HER2 protein level, AlphaScreen, 18-24 h; hits give low values; HER2 level % of control, % at 10 µM; 0.69% of 65,000 active; AID 645;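 active = HER2 level under 5% of the carrier-only control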;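 note: 100% = DMSO carrier and 0% = 500 nM PU-H71 HSP90 inhibitor; lower value means stronger loss of Her2 protein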
HTR1E antagonist – 5-HT1E (human) receptor antagonism; P28566; CHO 5-HT1E Ga15 NFAT-bla reporter, FRET, antagonist; inhibition, % at 6 µM; 0.99% of 65,000 active;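 active = inhibition above a set limit, the mean inhibition across every tested compound plus 3 SD, cut at about 29% in these data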;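 note: signal is the 460 over 535 nm emission ratio of beta-lactamase substrate; 0% = agonist plus DMSO wells and 100% = wells without agonist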
S1P1 ag-PAM – S1P1 (human) agonism or agonism potentiation; P21453; S1P1 CRE-bla cells, forskolin, beta-lactamase FRET, potentiator mode; S1P1 agonist co-added at EC20, 2 nM; 100% = saturating reference agonist, 0% = basal; activation, % at 9.5 µM; 0.57% of 56,000 active; AID 449;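 active = activation above a cutoff set at the mean activation of all tested compounds plus 3 SD, cut at about 54% in these data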;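 note: forskolin at 4 µM as EC80 and the EC20 agonist is SEW2871; 100% = SEW2871 at its EC100 plus forskolin at EC80; some compounds past the cut are filed as inactive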
A340 absorber – absorbance at 340 nm; fold change at 10 µM; AID 708; 65,000 tested, under 10 active; compound absorbance at 340 nm, fold over control;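 active = at 10 µM dose, initial 340 nm absorbance at least 2 fold that of control wells; inactive = change under 2 fold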;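 note: initial absorbance extrapolated from kinetic A340 decline of NADH oxidation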
S1P3 agonist – S1P3 (human) receptor agonism; S1P3 NFAT-BLA reporter cells, FRET ratio; relative to 1 µM S1P, basal subtracted; activation, % at 4.5 µM; 0.1% of 60,000 active; AID 373;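 active = activation above the screen-wide mean plus 3 SD, cut at about 4.5% in these data, passing the limit was not always enough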; note: some compounds called inactive have numbers as strong as hits
Target sequence (Q99500 whole entry, looked up): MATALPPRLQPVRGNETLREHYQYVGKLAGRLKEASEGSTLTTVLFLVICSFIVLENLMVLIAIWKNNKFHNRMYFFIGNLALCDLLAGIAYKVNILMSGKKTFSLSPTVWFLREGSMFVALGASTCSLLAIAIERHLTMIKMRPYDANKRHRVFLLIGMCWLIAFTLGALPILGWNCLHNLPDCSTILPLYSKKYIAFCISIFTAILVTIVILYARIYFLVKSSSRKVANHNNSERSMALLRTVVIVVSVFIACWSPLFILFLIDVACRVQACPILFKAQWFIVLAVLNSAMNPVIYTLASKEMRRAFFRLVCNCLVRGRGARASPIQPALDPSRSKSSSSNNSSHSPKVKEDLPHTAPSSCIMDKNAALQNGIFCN
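Material: Human S1P3 NFAT-BLA reporter CHO cells | Incubation: Overnight plating, 4 h compound 37 °C, 2 h substrate RT | Signal: FRET β-lactamase substrate fluorescence, excitation 405 nm, 460/535 nm emission ratio, background-subtracted | Compound: 4.5 µM final, single dose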
5HT1a antag – 5-HT1a (human) receptor antagonism | CHO 5-HT1a Ga15 NFAT-bla reporter, antagonist mode | inhibition, % at 10 µM | 0.68% of 62,000 active;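 active = inhibition above the mean of all tested compounds plus 3 SD, cut at about 43% in these data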;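 note: receptor stimulated by 5-CT agonist at 100 nM near EC80; beta-lactamase reporter measured by ratiometric fluorescence of a cleavable substrate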
Starred values were filed as active, the others as inactive; [ ] = remark or other dose.

For Cc1oc(-c2ccccc2F)nc1CS(=O)(=O)CC(=O)NCCCN1CCc2ccccc2C1 the results were MMP-13 inhibitor 0, HTR1E agonist 0.1, Fluor 339 460 1, Her2 expr inh 77, HTR1E antagonist 6, S1P1 ag-PAM -13, A340 absorber 0.98, S1P3 agonist 0.2 and 5HT1a antag 15.
CCC(C)(NC(=O)c1ccc(=O)[nH]c1)C(=O)NC1CCCC1 (configuration not stated) was read as MMP-13 inhibitor -2, HTR1E agonist -0.1, Fluor 339 460 1, Her2 expr inh 103, HTR1E antagonist -8, S1P1 ag-PAM -17, A340 absorber 0.97, S1P3 agonist -1.0 and 5HT1a antag -2.
`CCOC(=O)Cc1csc(NC(=O)CSc2nnc(-c3ccc(F)cc3)o2)n1` gave MMP-13 inhibitor 5, HTR1E agonist -0.9, Fluor 339 460 1.1, Her2 expr inh 117, HTR1E antagonist 0, S1P1 ag-PAM 0, A340 absorber 1, S1P3 agonist 1.8 and 5HT1a antag 2.
COc1ccc(C(=O)COC(=O)CCN=C2NS(=O)(=O)c3ccccc32)cc1OC was read as MMP-13 inhibitor 8, HTR1E agonist 20*, Fluor 339 460 1.1, Her2 expr inh 90, HTR1E antagonist 14, S1P1 ag-PAM -12, A340 absorber 1.1, S1P3 agonist -0.8 and 5HT1a antag 3.
Screening COCCn1c(N2CCN(c3ccc(OC)cc3)CC2)nc2c1c(=O)n(C)c(=O)n2C returned MMP-13 inhibitor 4, HTR1E agonist 0.8, Fluor 339 460 1.1, Her2 expr inh 128, HTR1E antagonist 4, S1P1 ag-PAM -9, A340 absorber 1, S1P3 agonist -0.7 and 5HT1a antag -8.
O=C1c2[nH]nc(-c3ccccc3O)c2C(c2cccc(Cl)c2)N1Cc1ccco1 (configuration not stated) was read as MMP-13 inhibitor -2, HTR1E agonist -0.1, Fluor 339 460 1.2, Her2 expr inh 43, HTR1E antagonist -4, S1P1 ag-PAM 0, A340 absorber 1, S1P3 agonist -0.8 and 5HT1a antag 27.
Screening CCOc1ccc(C(=O)Nc2cccc(C)n2)cc1 returned MMP-13 inhibitor 3, HTR1E agonist 0.3, Fluor 339 460 1.1, Her2 expr inh 77, HTR1E antagonist 0, S1P1 ag-PAM -28, A340 absorber 1, S1P3 agonist -1.0 and 5HT1a antag -4.
`O=C(CSc1cn(CCNC(=O)c2ccccc2)c2ccccc12)NCc1ccco1` gave MMP-13 inhibitor 4, HTR1E agonist -0.5, Fluor 339 460 1.1, Her2 expr inh 76, HTR1E antagonist -5, S1P1 ag-PAM 9, A340 absorber 1, S1P3 agonist -0.6 and 5HT1a antag 19.
`Cc1nc2cc(C(F)(F)F)ccc2n1C1CCN(C(=O)N2CCOCC2)CC1` gave MMP-13 inhibitor 0, HTR1E agonist -0.6, Fluor 339 460 1.1, Her2 expr inh 133, HTR1E antagonist -7, S1P1 ag-PAM -22, A340 absorber 0.98, S1P3 agonist 0.3 and 5HT1a antag 1.
CCOc1ccc(-c2nnc(-c3ccco3)o2)cc1 was read as MMP-13 inhibitor -99[fluorescence artefact?], HTR1E agonist 0.2, Fluor 339 460 1.7, Her2 expr inh 114, HTR1E antagonist -1, S1P1 ag-PAM 15, A340 absorber 1, S1P3 agonist -1.3 and 5HT1a antag 0.
Screening Nc1nc(-c2ccccc2)nn1C(=O)Cc1ccccc1 returned MMP-13 inhibitor 2, HTR1E agonist -0.8, Fluor 339 460 1.1, Her2 expr inh 111, HTR1E antagonist 7, A340 absorber 1.1, S1P3 agonist -0.4 and 5HT1a antag 6.
O=C(Nc1ccc2c(c1)OCO2)C1CC(c2c(F)cccc2Cl)=NO1 (configuration not stated) was read as MMP-13 inhibitor 0, HTR1E agonist -0.3, Fluor 339 460 1.1, Her2 expr inh 95, HTR1E antagonist 0, A340 absorber 1.1, S1P3 agonist 0.2 and 5HT1a antag -14.
`O=C(c1ccco1)N1CCN(C(=O)c2cc3c(s2)-c2ccccc2OC3)CC1` gave MMP-13 inhibitor -353[fluorescence artefact?], HTR1E agonist 0.5, Fluor 339 460 2.4*, Her2 expr inh 85, HTR1E antagonist -17, S1P1 ag-PAM -15, A340 absorber 1.1, S1P3 agonist 0.2 and 5HT1a antag -1.
Screening O=C(c1cnn2cccnc12)N1CCN(Cc2ccc3c(c2)OCO3)CC1 returned MMP-13 inhibitor -2, HTR1E agonist -0.9, Fluor 339 460 1.3, Her2 expr inh 84, HTR1E antagonist -3, S1P1 ag-PAM 6, A340 absorber 1, S1P3 agonist -1.4 and 5HT1a antag 0.
`COc1ccc(-n2c(SCC(=O)Nc3cc(C)on3)nc3c(c2=O)SCC3)cc1` gave MMP-13 inhibitor -13, HTR1E agonist 1.6, Fluor 339 460 1, Her2 expr inh 73, HTR1E antagonist -6, S1P1 ag-PAM -20, A340 absorber 1.1, S1P3 agonist -0.2 and 5HT1a antag 3.
Screening OCCN1CCOCCN(CCO)CCN(CCO)CC1 returned MMP-13 inhibitor 0, HTR1E agonist -1.0, Fluor 339 460 1.1, Her2 expr inh 84, HTR1E antagonist 10, S1P1 ag-PAM -6, A340 absorber 1, S1P3 agonist -0.4 and 5HT1a antag 11.
Screening CC(=O)Oc1c(S(=O)(=O)c2ccc(C)cc2)c(C)nn1C(C)(C)C returned MMP-13 inhibitor 2, HTR1E agonist -0.2, Fluor 339 460 1.1, Her2 expr inh 75, HTR1E antagonist 4, S1P1 ag-PAM -14, A340 absorber 0.99, S1P3 agonist 2.0 and 5HT1a antag -6.
For CC(=O)N1CCc2cc(S(=O)(=O)NC(CC(C)C)C(=O)Nc3ccc4c(c3)OCCO4)ccc21 (configuration not stated) the results were MMP-13 inhibitor 1, HTR1E agonist 0.3, Fluor 339 460 1.1, Her2 expr inh 82, HTR1E antagonist 4, S1P1 ag-PAM -7, A340 absorber 0.98, S1P3 agonist -0.8 and 5HT1a antag -1.
CCC(=O)Nc1nc2c(OC)ccc(OC)c2s1 was read as MMP-13 inhibitor -4, HTR1E agonist 1.4, Fluor 339 460 1.2, Her2 expr inh 100, HTR1E antagonist -8, S1P1 ag-PAM -25, A340 absorber 1.1, S1P3 agonist 0.4 and 5HT1a antag 12.
Cc1noc(C)c1S(=O)(=O)NC1CCN(Cc2ccccc2)CC1 was read as MMP-13 inhibitor 4, HTR1E agonist 1.1, Fluor 339 460 1, Her2 expr inh 106, HTR1E antagonist -1, S1P1 ag-PAM -5, A340 absorber 1, S1P3 agonist -0.1 and 5HT1a antag -4.
`Cc1cc(C(F)(F)F)nn1CC(=O)N1CCCCC1C` (configuration not stated) gave MMP-13 inhibitor 1, HTR1E agonist -0.1, Fluor 339 460 1.1, Her2 expr inh 90, HTR1E antagonist -3, S1P1 ag-PAM 11, A340 absorber 1, S1P3 agonist 0.5 and 5HT1a antag 1.
For CCC(=O)NC(C)C(c1cccs1)N1CCN(c2ccccc2)CC1 (configuration not stated) the results were MMP-13 inhibitor 3, HTR1E agonist -0.2, Fluor 339 460 0.99, Her2 expr inh 142, HTR1E antagonist 9, S1P1 ag-PAM 9, A340 absorber 1, S1P3 agonist -0.3 and 5HT1a antag 6.
For CCOC(=O)N1CCOCCOCCN(C(=O)OCC)CCOCC1 the results were MMP-13 inhibitor 6, HTR1E agonist -0.9, Fluor 339 460 1.1, Her2 expr inh 100, HTR1E antagonist 6, S1P1 ag-PAM -6, A340 absorber 1, S1P3 agonist -1.0 and 5HT1a antag 1.
Screening Cc1cc(C)n(-c2ccc(C(=O)Nc3nc4ccccc4s3)cc2)n1 returned MMP-13 inhibitor -13, HTR1E agonist 0.8, Fluor 339 460 3.3*, Her2 expr inh 56, HTR1E antagonist 0, S1P1 ag-PAM 15, A340 absorber 1, S1P3 agonist 0.5 and 5HT1a antag -1.
Screening O=c1nc2n(c3c4c(sc13)CCC4)CCC2 returned MMP-13 inhibitor 6, HTR1E agonist 0.1, Fluor 339 460 1.1, Her2 expr inh 92, HTR1E antagonist -3, S1P1 ag-PAM -10, A340 absorber 0.96, S1P3 agonist -0.8 and 5HT1a antag -12.
For COc1ccc(CNC(=O)c2cc(-n3cnnc3)ccc2Cl)cc1 the results were MMP-13 inhibitor 0, HTR1E agonist -0.1, Fluor 339 460 1.1, Her2 expr inh 84, HTR1E antagonist -5, A340 absorber 1, S1P3 agonist -0.1 and 5HT1a antag -23.
`O=C(CN1CCN(c2ccccc2)CC1)Nc1c(C(=O)C2CC2)oc2ccccc12` gave MMP-13 inhibitor 1, HTR1E agonist 0.3, Fluor 339 460 0.91, Her2 expr inh 120, HTR1E antagonist 3, S1P1 ag-PAM -2, A340 absorber 1.1, S1P3 agonist -1.6 and 5HT1a antag 6.
For CCN(C1CCCCC1)S(=O)(=O)c1ccc(OC)c(C)c1 the results were MMP-13 inhibitor 5, HTR1E agonist -0.7, Fluor 339 460 1, Her2 expr inh 86, HTR1E antagonist 0, S1P1 ag-PAM -7, A340 absorber 0.99, S1P3 agonist -1.2 and 5HT1a antag 24.
`O=C1c2oc3ccccc3c(=O)c2C(c2cccnc2)N1Cc1ccco1` (configuration not stated) gave MMP-13 inhibitor 1, HTR1E agonist -0.6, Fluor 339 460 1.1, Her2 expr inh 81, HTR1E antagonist -8, S1P1 ag-PAM 10, A340 absorber 1, S1P3 agonist -1.4 and 5HT1a antag -5.
`CC(C)C(=O)Nc1cccc(-c2nc3ccccc3o2)c1` gave MMP-13 inhibitor -17, HTR1E agonist 1.0, Fluor 339 460 1.1, Her2 expr inh 54, HTR1E antagonist -8, A340 absorber 0.99, S1P3 agonist -0.1 and 5HT1a antag 0.
Cc1cc(F)c(F)c(C(=O)NC2CC2)c1Cl was read as MMP-13 inhibitor 1, HTR1E agonist -1.4, Fluor 339 460 1, Her2 expr inh 95, HTR1E antagonist -1, S1P1 ag-PAM -7, A340 absorber 1, S1P3 agonist -0.1 and 5HT1a antag 24.
For COc1ccc(OC)c(Nc2cc(C(=O)NCCCN3CCOCC3)c3ccccc3n2)c1 the results were MMP-13 inhibitor 0, HTR1E agonist 0.4, Fluor 339 460 1.1, Her2 expr inh 75, HTR1E antagonist -10, S1P1 ag-PAM -16, A340 absorber 1.1, S1P3 agonist 0.0 and 5HT1a antag -12.
N#CC(C(=O)c1ccc(S(=O)(=O)N2CCCCCC2)cc1)c1nc2ccccc2[nH]1 (configuration not stated) was read as MMP-13 inhibitor -12, HTR1E agonist 1.0, Fluor 339 460 1.9, Her2 expr inh 78, HTR1E antagonist 21, S1P1 ag-PAM 3, A340 absorber 1.1, S1P3 agonist -1.3 and 5HT1a antag -2.
`CC1CCN(S(=O)(=O)c2cccc(C(=O)Nc3nccs3)c2)CC1` gave MMP-13 inhibitor 6, HTR1E agonist -0.9, Fluor 339 460 1.1, Her2 expr inh 114, HTR1E antagonist 8, A340 absorber 1, S1P3 agonist 0.1 and 5HT1a antag -3.
CCS(=O)(=O)n1nc(-c2ccccc2)nc1N was read as MMP-13 inhibitor -4, HTR1E agonist -0.4, Fluor 339 460 1.1, Her2 expr inh 101, HTR1E antagonist 1, A340 absorber 1 and 5HT1a antag -8.
